PMI act satM6P: human PMI activators, high substrate, primary screen, biochemical, fluorescence intensity, near-saturating mannose 6-phosphate. hit rate 0.34% among 190,000. coupled PMI enzyme assay, resazurin fluorescence, 20 min; hits give high values; 1 = untreated enzyme, 0 = substrate-free blank. Mannose-6-phosphate isomerase (Homo sapiens), P34949. activation factor at 20 µM;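 active = activation factor of 2 or more at 20 µM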
Target sequence (P34949 whole entry, looked up): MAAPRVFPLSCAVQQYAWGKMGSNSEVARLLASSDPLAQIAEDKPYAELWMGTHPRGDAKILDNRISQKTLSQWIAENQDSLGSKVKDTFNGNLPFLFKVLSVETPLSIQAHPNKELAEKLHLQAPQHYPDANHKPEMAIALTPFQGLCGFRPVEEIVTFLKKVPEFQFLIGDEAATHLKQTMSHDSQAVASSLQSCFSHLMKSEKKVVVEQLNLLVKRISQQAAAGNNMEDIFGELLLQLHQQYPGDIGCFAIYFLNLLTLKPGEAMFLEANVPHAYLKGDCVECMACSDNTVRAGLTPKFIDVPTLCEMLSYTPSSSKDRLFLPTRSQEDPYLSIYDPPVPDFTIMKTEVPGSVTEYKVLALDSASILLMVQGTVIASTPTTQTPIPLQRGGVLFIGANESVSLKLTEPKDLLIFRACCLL
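Material: human phosphomannose isomerase with PGI, G6PDH, diaphorase coupling enzymes / Reagent: Man-6-P substrate 1.0 mM / Dosing: single compound dose of 20 µM, 1% DMSO final / Incubation: enzyme reaction with compound 20 min at room temperature / Signal: resorufin fluorescence (Ex 544/Em 590 nm) from resazurin via diaphorase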
PPARg SRC-3 ag: PPARgamma agonists recruiting SRC-3 coactivator, primary screen, biochemical. Peroxisome proliferator-activated receptor gamma (Homo sapiens), P37231. biochemical PPARgamma/SRC-3 coactivator recruitment assay. activation, % at 8 µM. hit rate 0.26% among 200,000; in the data active = activation above about 23%;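 note: 0% = DMSO and 100% = reference agonist; some compounds past the cut are filed as inactive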
PMI activator: activators of human PMI, primary screen, biochemical, fluorescence intensity, near-Km mannose 6-phosphate | Mannose-6-phosphate isomerase (Homo sapiens), P34949 | purified human PMI, coupled resazurin fluorescence, 20 min; hits give high values; 1 = vehicle control, 0 substrate-free wells | activation factor at 20 µM | hit rate 0.005% among 190,000 | AID 1214, 2008;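 active = activation factor of 2 or more at 20 µM, relative to plate controls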
Diaph act CS: compounds boosting diaphorase resazurin reduction – biochemical, uHTS, resorufin fluorescence, counter-screen for diaphorase-coupled primary assays, primary screen | hit rate 0.005% among 190,000 | Diaphorase/resazurin coupled assay, 16 min; hits give high values; 1 = vehicle wells, 0 = NADH-free wells | activation factor at 20 µM;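 active = diaphorase activity raised at least twofold by the compound at 20 µM; inactive = activation factor below 2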
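Material: purified diaphorase enzyme from Clostridium kluyveri / Medium: HEPES pH 7.4 buffer with MgCl2 and Tween 20 / Schedule: enzyme reaction of 16 min at room temperature / Measured by: resorufin fluorescence, excitation 544 nm, emission 590 nm / Evaluation: rise in resorufin formation, marking diaphorase activation or chemical reduction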
TR-FRET SRC-2 ct: TR-FRET signal artefacts, primary screen, artefact control for PPARgamma SRC-2 agonist project, biochemical. hit rate 0.4% among 200,000. TR-FRET artefact counter-screen; hits give high values. TR-FRET ratio at 8 µM. AID 1049, 2008; in the data active = TR-FRET ratio above about 2000; note: inactives centre near 1500
PPARg SRC-2 ag: agonists of PPARg-SRC-2 recruitment, primary screen, biochemical, HTS. Peroxisome proliferator-activated receptor gamma (Homo sapiens), P37231. PPARgamma LBD-SRC-2 recruitment. activation, % at 8 µM. hit rate 0.34% among 200,000. AID 1032, 2008; in the data active = activation above about 22%;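 note: 0% = vehicle and 100% = reference agonist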
G6PDH CS: L. mesenteroides G6PDH inhibitors, counter-screen for G6PDH-coupled screening assays, biochemical, Leuconostoc mesenteroides enzyme; Purified L. mesenteroides G6PDH, diaphorase/resazurin coupled fluorescence, 45 min; AID 1020, 2008; inhibition, % at 5 µM; hit rate 0.12% among 200,000; glucose-6-phosphate dehydrogenase [Leuconostoc mesenteroides]; in the data active = inhibition above about 50%
Diaphorase inh: diaphorase inhibitors and chemical oxidizers, primary screen, counter-screen for diaphorase-coupled primary assays, biochemical, uHTS, resorufin fluorescence; inhibition, % at 20 µM; AID 1217, 2008; hit rate 0.69% among 190,000; diaphorase resazurin-to-resorufin fluorescence, NADH, 16 min; bacterial (C. kluyveri) enzyme, not human;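 active = primary screen inhibition at 20 µM above a set limit, cut at about 50% in these data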;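 note: plate controls were DMSO with full reaction for no effect and wells lacking NADH for full effect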
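Assay system: diaphorase enzyme from Clostridium kluyveri. Quantity: enzyme working solution with 0.14 U/mL diaphorase. Schedule: reaction incubation of 16 min at room temperature. Technique: resorufin fluorescence, excitation 544 nm, emission 590 nm. Controls: No-NADH positive control and DMSO neutral control.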
S1P3 antagonist: S1P3 receptor antagonists, primary screen, cell-based; CHO S1P3 NFAT-BLA reporter, FRET fluorescence, antagonist mode; hit rate 0.27% among 170,000; inhibition, % at 4.98 µM; AID 485, 2006; Sphingosine 1-phosphate receptor 3 (Homo sapiens), Q99500;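 active = inhibition above the plate cutoff, the mean inhibition of test wells on that plate plus 3 SD, cut at about 28% in these data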;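 note: cells challenged with S1P at its EC80 of 0.8 µM; blue over green emission ratio from cleaved BLA substrate after 4 h stimulation; 0% = S1P-stimulated wells and 100% = unstimulated DMSO-only wells; some compounds past the cut are filed as inactive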
ROMK mod: ROMK potassium channel modulators, primary screen, cell-based, thallium flux, MLSMR library | Tet-inducible ROMK, thallium flux fluorescence; actives lie on both sides | AID 1918, 2009 | hit rate 2% among 130,000 | B-score at 10 µM | ATP-sensitive inward rectifier potassium channel 1 (Homo sapiens), P48048;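 active = signal ratio slope over the read window, or its plate-corrected B-score, at least 3 SD from the plate mean, either direction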;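 note: B-score of the F/F0 ratio slope over 7 to 12 s after thallium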
Target sequence (P48048 whole entry, looked up): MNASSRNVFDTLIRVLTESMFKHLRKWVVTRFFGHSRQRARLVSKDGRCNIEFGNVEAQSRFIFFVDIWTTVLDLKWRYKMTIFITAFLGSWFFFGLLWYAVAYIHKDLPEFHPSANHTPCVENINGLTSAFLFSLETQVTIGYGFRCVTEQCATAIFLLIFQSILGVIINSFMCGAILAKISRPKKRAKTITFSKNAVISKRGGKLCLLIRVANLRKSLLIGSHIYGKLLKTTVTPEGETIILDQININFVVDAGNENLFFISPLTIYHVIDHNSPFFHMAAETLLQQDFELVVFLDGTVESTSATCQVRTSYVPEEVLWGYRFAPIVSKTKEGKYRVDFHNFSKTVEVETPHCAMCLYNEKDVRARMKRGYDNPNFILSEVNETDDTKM
PPARg SRC-1 ag: PPARgamma agonists recruiting SRC-1 coactivator, primary screen, biochemical | Peroxisome proliferator-activated receptor gamma (Homo sapiens), P37231 | PPARgamma-SRC-1 coactivator recruitment biochemical assay | activation, % at 8 µM | hit rate 0.41% among 200,000 | AID 631, 2007; in the data active = activation above about 19%;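 note: 0% = DMSO and 100% = reference agonist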
* marks the source's active call; other numbers are inactive results; / = no result given.

Each structure is followed by: PMI act satM6P, PPARg SRC-3 ag, PMI activator, Diaph act CS, TR-FRET SRC-2 ct, PPARg SRC-2 ag, G6PDH CS, Diaphorase inh, S1P3 antagonist, ROMK mod, PPARg SRC-1 ag
> COc1ccc(CNC(=O)c2ccccc2SC)cc1
    1, 12, 1, 0.9, 1622, -1, 2, 6, -6, 0.57, 2
> OC(CN1CCCCC1)CN1CCCCC1
    1, 11, 1.1, 1, 1587, -6, 10, 2, /, /, 4
> CCCC(=O)Nc1ccc(Cl)c(NC(=S)NC(=O)C(C)C)c1
    1, 4, 1, 1.1, 1493, 4, 3, -10, 15, -0.35, -3
> CC(C)C(OC(=O)c1cccs1)C(=O)NCc1ccccc1 (centres undefined)
    1, -2, 1, 0.9, 1355, -5, 8, 14, -21, 0.64, -7
> Cc1ccc(S(=O)(=O)NC(=O)NC(C)(C)C)cc1
    0.9, -4, 1, 0.9, 1456, -2, 1, 9, -40, /, 4
> COc1ccc(/C=N/NC(=O)c2ccco2)cc1Cn1nc(C)cc1C
    1.1, 6, 1.1, 1, 1624, 5, 5, -1, 7, /, 8
> CCOC(=O)c1oc2ccccc2c1CN1CCN(C(=O)c2ccccc2)CC1
    0.9, 1, 0.9, 0.9, 1656, 8, -26, 14, 16, /, 10
> COCCn1c(Sc2ccccc2)nc2c1c(=O)[nH]c(=O)n2C
    1, -1, 1, 0.9, 1424, -5, 1, 10, -35, /, -5
> CC(=O)c1c(C)[nH]c(C(=O)CSc2nnc(CN3CCCCCC3=O)n2-c2ccccn2)c1C
    1, -6, 1.1, 0.9, 1463, -8, 13, 14, 1, /, 1
> S=c1[nH]nc(-c2ccc3ccccc3n2)n1-c1ccc(Cl)cc1
    0.9, 2, 0.8, 0.8, 1616, 10, -5, 15, -5, /, 4
> CC(Oc1cc(F)ccc1[N+](=O)[O-])C(=O)N(C)CC(=O)Nc1ccccc1C(F)(F)F (centres undefined)
    1, -3, 1, 1, 1498, 9, -3, 2, -10, 0.97, 7
> CCCNC(=O)Cn1cnc2sc(C(=O)Nc3ccc4c(c3)OCO4)c(C)c2c1=O
    1.2, 6, 1.1, 1, 1611, 3, 0, -1, /, /, 6
> Cc1cc(C)nc(SCC(=O)c2cc3ccccc3oc2=O)n1
    1, -7, 1, 0.9, 1476, 0, -11, 6, 9, -4.1*, 2
> O=C(O)C1CC=C(Cl)CC1C(=O)NCC1OCCc2ccccc21 (centres undefined)
    1, 8, 1, 0.9, 1656, 5, 3, 6, -14, /, 9
> FC(F)(F)c1nc(N2CCCC2)ncc1-c1nnnn1-c1ccc(Cl)cc1
    0.9, -2, 0.8, 0.8, 1668, 0, 5, 15, /, /, -1
> Cc1cc(S(=O)(=O)N2CCOCC2)ccc1F
    0.9, -2, 0.8, 0.9, 1616, 10, 10, 12, -6, /, -1
> CC(C)COC(=O)N1CCCC1C(=O)O (centres undefined)
    1.2, 12, 1.1, 1.1, 1535, 2, 5, -11, /, /, -1
> O=C(CSC(=S)N1CCCCC1)N1N=CCC1c1ccccc1 (centres undefined)
    1.1, -2, 1, 1, 1641, -3, 1, -1, /, -0.91, 3
> CCOC(=O)C1=C(C)NC(C)=C(C(=O)OCC)C1C(=O)O
    1, 8, 1.1, 0.8, 1497, 6, 0, 20, -55, /, 7
> C=CCn1cccc(C(=O)Nc2ccc(OC)cc2OC)c1=O
    1, 0, 1, 1, 1640, 8, -5, -4, 8, 0.026, -1
> O=C(Nc1ccccc1F)C1CCCN(S(=O)(=O)c2cccc3cccnc23)C1 (centres undefined)
    0.9, -5, 0.9, 0.9, 1580, -3, 5, 13, -18, /, -3
> COc1ccc(OC)c(C2CC(=O)N3CN(c4ccccc4F)CSC3=C2C#N)c1 (centres undefined)
    0.8, 24, 0.4, 0.6, 1823, 9, 2, 37, -19, /, 1
> COC(=O)c1c(-c2ccccc2)csc1N
    0.7, 3, 0.7, 0.8, 1588, 14, -3, 22, /, -1.3, 6
> Cc1nnsc1C(=O)Nc1cccc(Cl)c1
    1, 1, 1, 0.9, 1471, -12, 3, 14, 0, -0.022, 1
> CC1CCc2c(sc3c2C2=NS(=O)(=O)CCN2C=N3)C1 (centres undefined)
    1, 0, 0.9, 0.9, 1492, 2, -16, 9, 2, -0.89, 5
> CCCCNC(=O)Nc1nc(SCC(=O)OCC)n[nH]1
    1, 3, 1, 1, 1760, -1, 9, 1, -6, 0.78, 13
> CC#CCC(CC#CC)c1nc2ccccc2c(=O)n1N
    1.1, 3, 1.1, 1, 1422, -5, 8, -1, 3, -0.56, 1
> CC(=O)C1=C(O)C(=O)N(Cc2ccco2)C1c1ccccc1F (centres undefined)
    1.1, -3, 1.1, 0.9, 1433, -3, 16, 11, -20, 0.58, 7
> Brc1ccccc1-c1nnc(CSc2nnc3sc4ccccc4n23)o1
    1, -7, 1.1, 0.9, 1596, 11, 8, 9, /, /, 8
> CCOc1ccc(NC(=O)CSc2nccn2C)cc1
    1.1, 0, 1, 1, 1602, 3, 4, 2, /, /, -2

Further compounds
Each structure is followed by: PMI act satM6P, PPARg SRC-3 ag, PMI activator, Diaph act CS, TR-FRET SRC-2 ct, PPARg SRC-2 ag, G6PDH CS, Diaphorase inh, S1P3 antagonist, ROMK mod, PPARg SRC-1 ag
> COc1ccc(NCC(O)Cn2c(C)c(C)c3ccccc32)cc1 (centres undefined)
    0.9, 3, 0.8, 0.7, 1557, 2, 9, 27, -3, 0.048, -2
> O=c1[nH]c(=O)n(-c2ccccc2)c2c1C(C(F)(F)F)(C(F)(F)F)N=C(C1CCCCC1)N2
    1.1, 3, 1.1, 1, 1443, -3, 0, 3, 5, -0.11, 4
> CC1CC(C)(C)NC(=S)N1CCCC(=O)Nc1ccc(F)cc1 (centres undefined)
    1, 4, 1.1, 1, 1465, 2, 5, 1, -1, -0.75, 13
> COc1ccccc1-n1c(SCc2cc(=O)oc3cc(O)ccc23)nc2ccccc2c1=O
    0.9, 1, 0.9, 0.7, 1657, 5, 10, 31, -2, -1.5, 2
> O=C1SC(SCc2ccccc2Cl)=N/C1=C\c1ccc(C(=O)O)cc1
    0.9, 2, 1, 0.9, 1455, 11, -1, 14, -2, -2.7, 7
> CCOC(=O)COc1ccc(/C=C2/SC(=Nc3ccccc3)N(Cc3cccnc3)C2=O)cc1OC
    0.9, -8, 0.8, 0.8, 1557, -4, 3, 24, /, -0.57, 4
> Cc1cc(C)cc(NC(=S)N2CCC(c3nc4ccccc4s3)CC2)c1
    0.9, -6, 0.9, 0.9, 1425, -5, 4, 7, /, /, 3
> O=C(NNC(=O)C(c1ccccc1)c1ccccc1)c1ccccn1
    1, 1, 0.9, 0.7, 1572, 10, 3, 27, 14, 0.17, 1
> O=C(CSc1nc2ccccc2n1CC(=O)NCc1ccccc1)NCc1ccco1
    1, -8, 1.1, 0.9, 1309, -1, 8, 9, 20, /, 0
> Oc1c(N=NC(=S)Nc2ccccc2F)c2ccccc2n1Cc1ccc(F)cc1
    1.2, -2, 1, 1.1, 1375, -2, 0, -7, 7, -0.052, -6
> CC(=O)Nc1ccc2oc(-c3ccccc3)nc2c1
    1, 0, 1, 1, 1498, 4, -7, 5, -16, 0.28, 2
> N#Cc1ccc(OCC(=O)Nc2ccccc2NS(=O)(=O)c2cccs2)cc1
    1.1, 5, 1.1, 0.9, 1576, 7, 5, 12, -6, 2.1, 6
> O=C(Nc1ccc(OC(F)(F)F)cc1)c1ccc2nccnc2c1
    0.9, 2, 1.1, 0.9, 1433, 4, 6, 14, 12, 0.069, -2
> O=C(CN1CCN(Cc2ccc(Cl)cc2)CC1)N/N=C/c1c[nH]c2ccccc12
    1, 6, 1, 0.8, 1742, 12, -6, 19, -4, 0.014, 3
> Clc1cccc2c1Sc1ccccc1CC2N1CCNCC1 (centres undefined)
    1.1, 0, 1.1, 1.1, 1317, 4, 7, -15, -5, -3.1*, 4
> Cc1ccc(N2C(=O)[C@@H]3C(C(=O)C(c4ccccc4)c4ccccc4)=NN[C@@H]3C2=O)cc1
    0.8, 9, 0.8, 0.9, 1615, 8, -3, 13, 5, /, 14
> CC(c1nccs1)N(C)c1nc2nonc2nc1N(C)C (centres undefined)
    0.9, 0, 1, 1, 1548, 0, 5, 4, 0, -0.29, -6
> c1ccc(CSc2nnc(-c3ccco3)n2Cc2ccco2)cc1
    1.1, 1, 1, 1.1, 1511, -6, 11, -7, /, -1, -2
> Nc1c2c(nc3ccc(Br)cc13)N(c1ccccc1)CC2
    0.9, -8, 0.8, 0.7, 1424, -1, 0, 26, /, -0.17, 0
> Cc1c(Cl)c([N+](=O)[O-])nn1CC(=O)NCC1CCCO1 (centres undefined)
    1, 5, 1.1, 0.9, 1679, 3, 9, 5, -12, /, 1
> COCCSc1nnc(NC(=O)COC)s1
    1.1, 5, 1, 1, 1482, 3, -4, 0, -1, 0.077, 6
> COc1ccc2ncc(S(=O)(=O)c3ccccc3)c(N3CCC4(CC3)OCCO4)c2c1
    1, -3, 0.9, 0.9, 1573, -2, 6, 8, -20, /, -6
> CC1CC(CC(C)C(=O)NC(=S)Nc2ccc(S(N)(=O)=O)cc2)C(=O)O1 (centres undefined)
    1, 2, 1, 1, 1721, 6, 6, 2, 2, 0.33, 4
> CC(NC(=O)Cn1nc(C(=O)O)c2ccccc2c1=O)c1ccccc1 (centres undefined)
    1, -19, 1, 0.9, 1533, -6, 5, 12, 1, 0.61, 7
> O=S(=O)(c1ccccc1Cl)N1CCCC1c1nc(-c2ccccc2Cl)no1 (centres undefined)
    0.9, 5, 0.9, 0.9, 1421, 0, 6, 12, /, /, 0
> CC1(C)Cc2ccccc2C(=O)N1
    1, -6, 0.9, 0.9, 1650, 1, 5, 11, -14, /, 1
